Assay outcomes: PubChem, several laboratories
NCOA2 inhibitor: inhibits human steroid receptor coactivator 2; Q15596; HEK293 GAL4-SRC2 luciferase reporter, luminescence; inhibition, % at 9 µM; actives 0.17% (n = 370,000);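 active means inhibition above the mean inhibition of all tested compounds plus 3 SD, set per campaign, cut at about 52% in these data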;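 further: 0% = DMSO treated cells and 100% = cells given Gossypol at 36 µM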
C8 TRAIL sens: caspase-8 TRAIL sensitization. NB7+C8 cells + TRAIL, ATPlite viability luminescence. inhibition (viability loss, TRAIL sensitization), % at 10 µM. actives 1% (n = 360,000). AID 624354;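 active means compounds causing at least 50% loss of cell viability in the single-dose screen, relative to plate controls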
TROY NFkB inh: blocks TROY-dependent signaling in reporter cells. Q293 LMP1-TROYcd NF-kB luciferase reporter, 4 h. inhibition, % at 10 µM. actives 0.98% (n = 360,000);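 active means compounds whose plate-normalised and pattern-corrected inhibition of the luciferase reporter signal at the single screening dose is 50% or more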
NR2F2 inh: blocks human COUP-TFII nuclear receptor. P24468. HEK293T NGFI-A luciferase reporter, luminescence. inhibition, % at 8.6 µM. actives 0.7% (n = 370,000). AID 686940;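 active means inhibition above a per-plate cutoff, mean inhibition of test wells between control levels plus 3 SD, cut at about 38% in these data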;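 further: cells cotransfected with COUP-TFII expression vector driving the NGFI-A reporter; 0% = median of COUP-TF2 test wells and 100% = reporter-only cells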
SRC3 inh: inhibitors of human steroid receptor coactivator 3 (SRC3); Q9Y6Q9; HEK293 GAL4-SRC3 luciferase reporter, luminescence; inhibition, % at 3.6 µM; actives 0.17% (n = 360,000); AID 588352;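 active means inhibition above a per-campaign cutoff, the mean of all compounds plus 3 SD, cut at about 60% in these data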;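 further: 0% = DMSO-treated cells and 100% = gossypol-treated cells at 36 µM; higher means less SRC3-driven luciferase light from the GAL4 reporter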
Target sequence (Q9Y6Q9 whole entry, looked up, the tested form may be a part): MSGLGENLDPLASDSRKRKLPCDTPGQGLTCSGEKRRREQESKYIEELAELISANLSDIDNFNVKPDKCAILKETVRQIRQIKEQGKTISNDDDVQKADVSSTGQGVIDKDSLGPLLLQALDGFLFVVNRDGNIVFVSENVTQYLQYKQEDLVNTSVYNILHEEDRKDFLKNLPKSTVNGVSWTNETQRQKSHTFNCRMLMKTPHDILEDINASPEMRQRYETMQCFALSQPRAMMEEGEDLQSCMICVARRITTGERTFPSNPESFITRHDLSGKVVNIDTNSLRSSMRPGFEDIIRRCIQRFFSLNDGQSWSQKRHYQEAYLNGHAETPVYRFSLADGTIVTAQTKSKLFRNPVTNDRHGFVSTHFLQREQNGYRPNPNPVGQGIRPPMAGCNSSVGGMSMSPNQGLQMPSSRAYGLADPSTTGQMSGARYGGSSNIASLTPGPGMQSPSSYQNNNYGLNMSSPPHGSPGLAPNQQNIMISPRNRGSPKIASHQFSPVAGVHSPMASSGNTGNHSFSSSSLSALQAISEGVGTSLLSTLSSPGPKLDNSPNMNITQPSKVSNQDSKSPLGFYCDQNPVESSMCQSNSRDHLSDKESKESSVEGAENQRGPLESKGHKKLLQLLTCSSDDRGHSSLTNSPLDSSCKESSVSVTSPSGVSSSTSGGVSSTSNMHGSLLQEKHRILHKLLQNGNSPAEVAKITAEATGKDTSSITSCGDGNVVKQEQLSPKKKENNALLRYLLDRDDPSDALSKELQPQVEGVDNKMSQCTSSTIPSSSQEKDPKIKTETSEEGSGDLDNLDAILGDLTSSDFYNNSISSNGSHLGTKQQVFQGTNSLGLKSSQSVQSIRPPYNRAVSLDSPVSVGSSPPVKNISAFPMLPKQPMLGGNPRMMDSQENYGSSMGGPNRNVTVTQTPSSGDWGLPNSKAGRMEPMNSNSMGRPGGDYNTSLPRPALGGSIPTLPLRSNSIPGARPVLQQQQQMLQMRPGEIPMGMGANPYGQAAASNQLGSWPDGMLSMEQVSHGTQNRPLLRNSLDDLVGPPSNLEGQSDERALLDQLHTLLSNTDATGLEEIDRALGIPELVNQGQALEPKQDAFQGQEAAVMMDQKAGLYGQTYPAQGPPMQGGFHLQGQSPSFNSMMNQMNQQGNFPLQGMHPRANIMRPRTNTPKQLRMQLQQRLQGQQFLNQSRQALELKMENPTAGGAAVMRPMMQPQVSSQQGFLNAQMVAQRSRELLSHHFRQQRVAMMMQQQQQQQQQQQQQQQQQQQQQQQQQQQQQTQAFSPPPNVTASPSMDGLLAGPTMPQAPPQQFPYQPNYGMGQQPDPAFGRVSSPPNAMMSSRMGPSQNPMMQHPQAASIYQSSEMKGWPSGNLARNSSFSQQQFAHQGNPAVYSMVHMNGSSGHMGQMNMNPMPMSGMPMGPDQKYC
TWEAK-Fn14 inh: TWEAK-Fn14 signaling inhibition; TWEAK-stimulated Fn14 reporter cells, luciferase luminescence, 8 h; inhibition, % at 10 µM; actives 2% (n = 360,000); in the data active means inhibition above about 50%
NR5A2 inv ag: suppresses constitutive activity of human LRH-1; HEK293T StAR-luciferase reporter, LRH-1 transfected, 24 h; inhibition, % at 3.6 µM; actives 0.13% (n = 360,000);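 active means inhibition above the mean inhibition of all tested compounds plus 3 SD, cut at about 73% in these data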;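 further: 0% = DMSO wells and 100% = reporter-only cells lacking LRH-1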
NOD2 RIPK2 PPI: blocks binding of human NOD2 to RIPK2 | O43353 | CHO BLA complementation NOD2-RIPK2, CCF4 ratio | inhibition, % at 4.98 µM | actives 0.38% (n = 360,000); in the data active means inhibition above about 21%;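 further: 0% = vehicle only and 100% = reference blocker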
TLR9-MyD88 inh: blocks human TLR9 binding to MyD88; Q9NR96+Q99836; CHO BLA complementation TLR9-MyD88, CCF4 FRET ratio; inhibition, % at 4.98 µM; actives 0.21% (n = 340,000); AID 504734;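 active means inhibition above the mean over all tested compounds plus 3 SD, cut at about 21% in these data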;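 further: 0% = DMSO only wells and 100% = clavulanate BLA inhibitor control wells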
NCOA1 inh: inhibitors of human steroid receptor coactivator 1 (SRC1). actives 0.12% (n = 360,000). HEK293 GAL4-SRC1 luciferase reporter, luminescence. inhibition, % at 3.6 µM;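 active means inhibition above the campaign mean plus 3 SD, with each screening campaign given its own cutoff, cut at about 60% in these data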;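 further: 0% = DMSO treated cells and 100% = gossypol at 36 µM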
EBV LMP1 NFkB: inhibitors of Epstein-Barr LMP1-induced NF-kappaB reporter; LMP1-induced NF-kappaB luciferase reporter cells, luminescence; inhibition, % at 12.5 µM; actives 0.69% (n = 350,000); in the data active means inhibition above about 41%;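 further: 0% = neutral control wells and 100% = reference inhibitor control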
* = called active by the depositor; . = no result given. Only part of the results is shown. The share of hits here may be higher or lower than overall.

Each structure is followed by: NCOA2 inhibitor	C8 TRAIL sens	TROY NFkB inh	NR2F2 inh	SRC3 inh	TWEAK-Fn14 inh	NR5A2 inv ag	NOD2 RIPK2 PPI	TLR9-MyD88 inh	NCOA1 inh	EBV LMP1 NFkB
> Cc1ccc(N2C(=O)C3C(C2=O)C2C=CC3C23CC3)cc1 (stereo unspecified)
→ 1.7	-4.7	-0.1	4.7	-4.8	0.8	8.1	9.6	-4.9	-95.7	-5.1
> S=C1N(c2ccccc2)C(c2ccc(Cl)cc2)N2CCCN12 (stereo unspecified)
→ 3.5	-3.8	-19.6	3.8	23.1	-3.8	0.9	2.6	-1.9	-5.6	-7.4
> CCn1c(/C(C#N)=C(\O)CCc2ccccc2)nc2ccccc21
→ 4.6	25.3	-24.1	1.1	-7.0	-10.5	-1.7	-2.2	-5.1	-3.1	28.3
> O=C(NCC(c1cccs1)N1CCOCC1)C1CCN(S(=O)(=O)c2cccc(C(F)(F)F)c2)CC1 (stereo unspecified)
→ 3.0	-6.0	-6.1	-1.7	-3.7	1.0	-22.8	-9.7	-11.1	-6.4	-2.3
> CCN(CC(=O)NCc1cccs1)C(=O)C1CC(=O)N(c2ccc(OC)cc2OC)C1 (stereo unspecified)
→ -8.3	-7.1	-12.2	-32.0	-16.0	-1.7	-8.4	5.6	-1.9	1.3	5.3
> COc1ccc(Nc2nc(C)c(-c3ccccc3)s2)cc1
→ -32.6	-2.7	-41.3	-51.0	-51.2	-27.1	-89.5	-7.9	-4.7	-87.8	-27.7
> COc1ccc(N2C(=O)CC(c3ccc(OC(C)C)cc3)C2=O)cc1 (stereo unspecified)
→ 13.2	-9.6	2.5	-3.3	-9.8	-1.7	13.7	-11.2	-3.5	-9.4	4.4
> O=C(Nc1ccc(Br)cc1)c1ccc(F)c(S(=O)(=O)N2CCN(c3ccccn3)CC2)c1
→ 1.4	18.8	32.5	13.9	8.2	53.1*	-32.8	-7.4	-1.3	5.1	25.0
> CCN(CC)C(=O)c1[nH]cnc1C(=O)NCc1ccc(CNC(=O)OC(C)(C)C)cc1
→ -10.4	1.1	7.2	2.4	-2.2	-2.6	14.5	-3.2	1.4	-3.1	-5.0
> O=C(CCl)Nc1nc(-c2ccco2)c(-c2ccco2)s1
→ 3.5	0.6	-12.3	5.1	14.2	12.2	-0.9	2.7	-4.2	-24.0	-24.4
> O=C(Nc1ccc2c(c1)OCO2)C1CCCN(S(=O)(=O)c2cccs2)C1 (stereo unspecified)
→ .	-4.1	-1.6	.	2.6	6.9	-1.2	-9.1	-5.1	4.2	6.2
> O=C(O)c1ccc(/C=N/Nc2nnnn2-c2ccccc2)cc1
→ 5.6	-0.7	-18.1	0.1	21.1	0.1	-17.1	-5.6	-12.6	-2.2	-1.1
> O=C(c1ccc(F)cc1)c1c[nH]c(C(=O)NCCCN2CCOCC2)c1
→ -0.5	9.5	-3.9	4.2	4.5	2.9	4.9	-4.8	-9.4	-14.6	5.0
> Cc1ccc(S(=O)(=O)Cc2ccc(C(=O)NCCCN3CCN(C)CC3)o2)cc1
→ 6.4	0.3	75.8*	-9.6	4.8	84.4*	-2.1	8.3	2.7	-6.4	4.2
> COc1ccc(NC(=O)c2cccc(S(=O)(=O)N3CCCCC3)c2)c(OC)c1
→ 10.6	-17.9	-1.1	11.4	-9.4	15.0	-7.8	-9.2	-8.4	0.6	-11.4
> c1ccc(-n2c3ccccc3c3ccccc32)cc1
→ -18.9	-16.7	-32.8	-5.6	1.1	-0.4	10.0	-17.8	.	22.9	.
> COc1ccc(CCNC(=O)CCNC(=O)c2ccc(Cl)cc2)cc1OC
→ -7.9	8.0	-11.9	5.9	4.8	-5.4	3.7	8.8	5.2	-4.9	6.2
> CC1CCC(NC(=O)CN(C)S(=O)(=O)c2ccc3c(c2)c(=O)n(C)c(=O)n3C)CC1 (stereo unspecified)
→ 8.6	-17.1	-1.9	3.5	-1.9	-18.7	8.6	2.7	2.8	-109.2	-5.7
> CCOc1ccc(NC(=O)Cn2nnc(-c3ccc(C(N)=O)cc3)n2)cc1S(=O)(=O)N1CCCC1
→ 2.3	24.5	-29.2	-17.2	5.6	-23.6	-9.9	0.5	6.1	1.6	3.5
> COC(=O)c1ccc(CNC(=O)c2ccc3c(c2)S(=O)(=O)N=C2CCCCCN23)cc1
→ 3.9	6.5	-5.4	7.5	5.4	-15.2	17.8	-1.4	1.1	-7.0	2.5

Continued; it opens with the two that closed the last part.
Each structure is followed by: NCOA2 inhibitor	C8 TRAIL sens	TROY NFkB inh	NR2F2 inh	SRC3 inh	TWEAK-Fn14 inh	NR5A2 inv ag	NOD2 RIPK2 PPI	TLR9-MyD88 inh	NCOA1 inh	EBV LMP1 NFkB
> CCOc1ccc(NC(=O)Cn2nnc(-c3ccc(C(N)=O)cc3)n2)cc1S(=O)(=O)N1CCCC1
→ 2.3	24.5	-29.2	-17.2	5.6	-23.6	-9.9	0.5	6.1	1.6	3.5
> COC(=O)c1ccc(CNC(=O)c2ccc3c(c2)S(=O)(=O)N=C2CCCCCN23)cc1
→ 3.9	6.5	-5.4	7.5	5.4	-15.2	17.8	-1.4	1.1	-7.0	2.5
> CCOC(=O)c1cc(C#N)c(Oc2ccccc2OC)nc1-c1ccccc1
→ 8.5	1.4	4.0	21.0	10.7	32.9	19.4	-2.8	-9.0	7.1	-2.7
> O=C(CCN1CCCCC1c1cccnc1)NCc1ccccc1 (stereo unspecified)
→ 13.0	8.8	-9.8	3.6	8.8	-13.6	6.2	-6.5	-7.2	-8.0	-2.6
> CCN(CC)CCN1C(=O)C(=O)/C(=C(/O)c2cccc(OC)c2)C1c1ccccn1 (stereo unspecified)
→ -15.2	2.1	-3.7	-28.8	3.1	1.1	-30.2	-5.7	-2.5	-33.9	-4.8
> C=CCNC(=O)/C(C#N)=C/c1cn(-c2ccccc2)nc1-c1ccc(OC)c([N+](=O)[O-])c1
→ 4.1	7.7	1.9	15.1	9.5	-48.5	25.7	-11.2	0.0	7.3	7.9
> C=CCc1ccc(OCCOCCOc2cccc3cccnc23)c(OC)c1
→ 14.7	8.0	16.8	24.7	15.2	-5.3	-3.2	4.8	-0.9	2.1	1.4
> O=C(c1ccco1)N1CCN(c2nc(C3CC3)nc3c2nnn3Cc2ccccc2Cl)CC1
→ 6.4	-3.1	18.5	-15.8	14.5	38.0	-0.1	8.4	-0.8	-27.1	-1.1
> Cc1cc(C)n2c(SCc3ccc(Cl)cc3Cl)nnc2n1
→ -0.5	4.3	4.2	9.7	-0.1	-18.5	-9.5	-3.1	-2.7	-3.6	4.4
> CCN(CC)CCNC(=O)C1CCC(=O)N(c2ccc(OC)cc2)C1c1ccc(F)cc1 (stereo unspecified)
→ 12.6	-12.8	-10.2	12.8	-16.1	-8.0	0.3	-6.8	-6.2	-16.9	8.1
> CCN=C1SC(CC(=O)NCCc2ccc(OC)cc2)C(=O)N1CC (stereo unspecified)
→ 26.3	-17.1	13.6	-6.6	5.5	17.8	-9.4	3.9	-1.9	-15.4	4.0
> CC(C)=CCN1CCN(Cc2cnc(N3CCOCC3)s2)CC1CCO (stereo unspecified)
→ -9.9	-3.8	-5.7	-11.7	5.4	-2.9	0.8	-0.5	-6.4	4.7	-1.4
> O=C(N/N=C/c1ccc[nH]1)c1ccc(O)cc1
→ -10.6	5.5	3.0	-2.2	-20.4	-3.3	-52.7	-8.4	4.2	-38.3	-0.3
> O=C(Nc1ccc(F)c(F)c1)c1cc(S(=O)(=O)N2CCN(c3ccccn3)CC2)ccc1F
→ 10.9	13.5	25.1	-1.2	5.7	11.9	-10.8	-3.5	-1.4	6.4	7.7
> O=C(Nc1ccc2[nH]c(=S)sc2c1)c1ccccc1
→ -55.7	5.1	-29.8	-28.7	-59.6	-30.5	-175.1	-11.5	4.2	-109.6	-34.2
> CC(C)C[C@H](NC(=O)c1nc[nH]c1C(=O)NCc1ccc(CNC(=O)OC(C)(C)C)cc1)C(=O)OCc1ccccc1
→ 0.6	26.6	12.0	-2.2	14.8	-17.3	-17.1	7.7	11.1	0.8	-2.9
> CCN(CC)c1ccc(/C=C(/C#N)C(=O)NC(C)C)o1
→ 13.2	1.6	-19.5	8.3	-8.4	-16.8	-10.6	-0.6	1.9	-27.0	-12.8
> Nc1ccccc1N=Cc1ccc(-c2cccc(Cl)c2)o1
→ -18.5	15.5	-15.9	-13.3	-57.7	-5.1	-100.9	0.3	0.5	-89.9	-56.7
> COc1cccc(OCc2nnc3n2N=C(c2ccccc2)C(CC(=O)O)S3)c1 (stereo unspecified)
→ -0.6	-25.3	-19.7	-13.2	11.6	4.0	-13.8	0.4	-1.7	-40.3	-3.6
> CCOC(=O)/C(C#N)=C/c1ccc(OC(=O)c2ccccn2)cc1
→ 5.7	6.0	-67.2	-21.0	8.5	-7.0	5.9	0.5	7.1	-4.7	-1.3
> Cc1ccc(OCC(=O)Nc2ccc3c(c2)CCC3)c([N+](=O)[O-])n1
→ -23.0	6.1	-48.8	-9.7	-31.7	-23.8	-55.1	-5.4	5.0	-36.5	5.5
> COc1cc(CNc2ccc(N3CCCCC3)cc2)ccc1OCC(=O)NC(C)(C)C
→ 10.6	15.4	20.6	0.2	-13.7	9.4	-1.4	3.1	-5.5	6.3	3.5
> COc1ccc(CCNCc2cc(C)n(-c3ccc(OC)cc3)c2C)cc1
→ 11.8	4.1	-5.0	-17.6	-9.4	8.6	-15.8	6.1	-12.6	-0.1	-5.1
> CCN(CC)c1ccc(NC(=O)c2ccc(Br)o2)cc1
→ -67.8	32.2	-51.5	-49.6	-78.1	-14.8	-151.1	-6.7	-7.4	-68.0	-38.6
> Cc1cc(OC(=O)c2ccco2)c2c(C)cc(=O)oc2c1
→ -10.2	-8.1	23.5	-1.6	20.9	17.4	0.5	-3.0	-4.7	4.6	-2.7
> Cc1ccccc1CN1CCN(C(=O)c2cc(-c3ccncc3)nc3ccccc23)CC1
→ -13.1	4.0	10.4	6.4	9.3	16.1	-4.9	-5.1	1.9	18.3	3.9
> CCOc1ccc(NS(=O)(=O)c2ccc3c(c2)n(C)c(=O)n3C)cc1
→ -17.1	20.2	4.7	9.5	-2.1	12.3	0.4	13.1	2.4	-7.0	-2.3
> CC1CCCC(O)(C(C(=O)O)c2ccccc2)C1 (stereo unspecified)
→ 8.9	1.8	-0.6	-10.9	-9.0	8.6	17.3	-11.1	-6.2	0.2	23.5
> CCCCC(=O)NC(c1ccc(OC)c(OC)c1)c1c(O)ccc2ccccc12 (stereo unspecified)
→ .	-16.7	-5.0	.	-0.5	16.9	-17.3	-1.1	-5.6	5.0	-8.6
> COc1ccc(COCC(O)CN2CCC(C(N)=O)CC2)cc1 (stereo unspecified)
→ -6.3	-18.0	2.6	-12.8	26.1	-3.2	17.2	6.3	-7.1	17.8	-5.8
> CC(=O)Nc1ccc(S(=O)(=O)N2CCN(C(=O)c3ncoc3-c3cccc(C)c3)CC2)cc1
→ -1.1	-5.0	-3.1	4.7	0.8	8.1	12.6	5.1	1.6	-5.4	7.8
> CC1(C)Cc2cccc(OCC(=O)N3CCN(S(=O)(=O)c4ccccc4F)CC3)c2O1
→ -6.3	4.5	8.1	2.4	-14.9	-16.2	1.7	9.1	11.1	-9.2	-19.9
> CCOC(=O)c1c(C)cccc1OCC(N)=O
→ -6.8	-9.6	6.1	-12.4	6.7	28.0	-7.3	-0.9	-10.8	-2.1	-6.1
